Source: PubChem (Sanford-Burnham Center for Chemical Genomics)
APOBEC3G inh: APOBEC3G (human) deaminase inhibition; inhibition, % at 20 µM; 330,000 compounds, 0.28% hits; recombinant A3G, ssDNA deamination FAM/TAMRA fluorescence;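 active = inhibition of at least 40% at 20 µM, with no more than 30% in the related APOBEC3A deaminase screen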;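 also: plate controls were DMSO wells with A3G for no effect and wells lacking A3G enzyme for full effect; some compounds called inactive have numbers as strong as hits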
SENP1 FRET inh: inhibitors of human SENP1 SUMO protease catalytic domain | Q9P0U3 | recombinant SENP1 catalytic domain, CyPet-SUMO1-YPet FRET cleavage | inhibition, % at 10 µM | 360,000 compounds, 0.21% hits | AID 624204;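 active = inhibition at least 30% at 10 µM, raw YFP signal under a set limit, fluorescence ratio 0.5 to 1.5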;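 also: 0% = enzyme with DMSO and 100% = no enzyme wells; some results filed as inactive read as strong as hits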
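Compound: 10 µM single point, 0.5% DMSO; Test system: hSENP1 catalytic domain, recombinant; Timing: 50 min reaction at room temperature; Technique: FRET, CFP and YFP emission; Control set: no-enzyme wells low, DMSO-plus-enzyme wells high control.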
SENP8 block-1: blocks human SENP8 cleavage of Nedd8 substrate | Q96LD8 | recombinant SENP8, Nedd8 substrate fluorescence | inhibition, % at 20 µM | 360,000 compounds, 0.64% hits | AID 602440; in the data active = inhibition mostly above about 40%, no sharp cut-off; inactive = mostly below about 27%
SENP7 block: inhibitors of human SENP7 protease; AID 434973; recombinant SENP7, Z-RLRGG-aminoluciferin luminescence, 40 min; 330,000 compounds, 1.5% hits; inhibition, % at 5 µM;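 active = inhibition above about 50% at the single test dose, limit read from the data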;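 also: plate controls were DMSO with enzyme for no effect and no enzyme buffer wells for full effect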
Apaf-1 inh: inhibitors of human Apaf-1 apoptosome. inhibition, % at 20 µM. AID 489030. 330,000 compounds, 0.71% hits. reconstituted apoptosome caspase-3 activity, DEVD-Rh110 fluorescence; active = inhibition of at least 40% at 20 µM;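 also: plate controls were DMSO wells for no effect and DEVD-CHO caspase inhibitor wells for full effect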
Target sequence (O14727 whole entry, looked up): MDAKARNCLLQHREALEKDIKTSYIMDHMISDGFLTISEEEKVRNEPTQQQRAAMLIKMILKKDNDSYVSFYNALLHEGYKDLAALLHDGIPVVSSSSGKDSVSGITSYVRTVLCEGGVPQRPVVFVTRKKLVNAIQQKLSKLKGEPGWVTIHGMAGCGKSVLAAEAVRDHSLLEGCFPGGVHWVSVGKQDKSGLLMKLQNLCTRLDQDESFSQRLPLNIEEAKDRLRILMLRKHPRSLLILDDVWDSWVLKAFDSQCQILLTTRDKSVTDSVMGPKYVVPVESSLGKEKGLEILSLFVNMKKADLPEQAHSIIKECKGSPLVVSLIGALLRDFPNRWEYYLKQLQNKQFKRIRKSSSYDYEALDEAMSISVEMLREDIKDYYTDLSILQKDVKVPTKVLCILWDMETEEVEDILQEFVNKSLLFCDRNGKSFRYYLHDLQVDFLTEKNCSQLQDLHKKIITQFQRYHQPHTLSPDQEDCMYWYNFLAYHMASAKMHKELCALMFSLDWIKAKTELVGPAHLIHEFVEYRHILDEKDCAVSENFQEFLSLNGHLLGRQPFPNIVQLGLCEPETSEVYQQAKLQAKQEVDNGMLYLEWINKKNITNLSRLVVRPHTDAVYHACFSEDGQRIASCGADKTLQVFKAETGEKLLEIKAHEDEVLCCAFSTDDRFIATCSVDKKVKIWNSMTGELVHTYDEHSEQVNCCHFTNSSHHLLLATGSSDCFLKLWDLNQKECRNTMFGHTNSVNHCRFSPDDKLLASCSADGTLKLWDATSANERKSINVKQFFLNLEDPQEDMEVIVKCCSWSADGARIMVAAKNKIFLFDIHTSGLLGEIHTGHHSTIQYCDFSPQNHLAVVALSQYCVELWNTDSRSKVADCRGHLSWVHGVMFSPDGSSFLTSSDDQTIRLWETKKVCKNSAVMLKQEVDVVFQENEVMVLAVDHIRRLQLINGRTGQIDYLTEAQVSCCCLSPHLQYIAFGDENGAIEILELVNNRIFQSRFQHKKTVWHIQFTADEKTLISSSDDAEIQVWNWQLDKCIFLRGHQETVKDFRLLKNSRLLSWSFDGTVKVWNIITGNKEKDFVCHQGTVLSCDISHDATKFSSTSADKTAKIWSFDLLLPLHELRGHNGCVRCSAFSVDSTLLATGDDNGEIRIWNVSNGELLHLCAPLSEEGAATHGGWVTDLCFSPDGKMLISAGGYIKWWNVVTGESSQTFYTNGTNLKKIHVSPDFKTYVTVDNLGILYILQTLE
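Material: cell-free apoptosome with Apaf-1, procaspase-3 and caspase-9; Buffer or medium: Hepes pH 7.5 with detergent and BSA; Reagent: cytochrome c trigger plus (Z-DEVD)2-Rh110 caspase-3 substrate; Times: compound with Apaf-1, dATP, procaspase-3 30 min, then 50 min reaction, room temperature; Technique: Rh110 fluorescence intensity.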
SENP8 block-2: inhibitors of human SENP8 protease | Q96LD8 | purified SENP8, Z-RLRGG-aminoluciferin cleavage, luminescence | inhibition, % at 10 µM | 330,000 compounds, 1.2% hits | AID 2540; in the data active = inhibition above about 50%
UBC13 polyUb: human UBC13 polyubiquitination inhibition; 330,000 compounds, 0.47% hits; UBC13 polyubiquitin chain formation, TR-FRET; P61088; inhibition, % at 20 µM; in the data active = inhibition above about 45%, passing the limit was not always enough
SENP6 block: blocks the human protease SENP6; Q9GZR1; Recombinant SENP6 catalytic domain, aminoluciferin luminescence; inhibition, % at 10 µM; 330,000 compounds, 1.8% hits; AID 2599;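 active = inhibition above about 50% at the single tested dose, limit read from the data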;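 also: plate controls were DMSO wells with enzyme for no effect and DMSO wells lacking enzyme for full effect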
Numbers without * were called inactive; & = joins results of further samples. Compounds as they come; overall some 3.6% were active at least once.

SMILES	APOBEC3G inh	SENP1 FRET inh	SENP8 block-1	SENP7 block	Apaf-1 inh	SENP8 block-2	UBC13 polyUb	SENP6 block
COc1ccc(CNCC(O)(c2ccccc2)c2ccccc2)cc1	-4.0	3.5	15.0	0.6	4.6	-4.1	3.3	-8.4
O=C(NNC1=NCCC1)c1cccc(Br)c1	0.9	-0.9	-1.5	-0.3	4.8	4.6	5.3	-1.0
Cn1cc(SCC(=O)NC2CCCCC2)c2ccccc21	-7.3	2.8	11.6	-1.1	4.9	1.5	3.1	-10.9
CC(C)(C)/C=N/NC(=O)CNC(=O)c1ccc2c(c1)OCCO2	-4.6	-0.5	5.9	-5.4	-10.4	2.2	7.1	-6.4
C[C@@H]1CN([C@@H](C)CO)C(=O)c2cccc(NS(=O)(=O)c3ccc(F)cc3)c2O[C@H]1CN(C)C(=O)NC1CCCCC1	-5.7	2.9	11.8	8.8	7.4	-2.5	-4.6	-9.3
COc1ccc(NC(=O)CSc2nnc(-c3ccc(C)cc3)n2N)cc1	-7.8	2.8	11.5	1.2	-11.1	3.5	10.9	-14.2
CCC(C(=O)NCc1ccco1)N(C(=O)CNS(=O)(=O)c1ccc(F)cc1)c1ccccc1F (stereo unspecified)	5.7	1.6	3.3	4.4	15.8	0.5	4.1	-14.2
COc1ccccc1NCc1ccc([N+](=O)[O-])s1	-5.7	3.0	26.6	0.8	0.6	-12.9	-10.8	-28.1
COCCCNC(=O)C1CC(=O)N(c2ccc(C)cc2)C1 (stereo unspecified)	13.7	0.8	3.9	-4.4	2.5	-9.9	-17.7	-8.9
Cc1nc(N)c(Br)c(C)c1Br	-7.5	4.2	3.4	-1.6	1.2	-0.7	15.7	0.0
O=C(NNC(=O)c1cc(-c2cccc(Br)c2)nc2ccccc12)c1csc(N2CCOCC2)n1	-11.0	3.9	-63.6	-4.7	25.3	-8.4	-9.7	-9.9
COc1ccccc1C(C)NC(=O)Cc1ccc(S(=O)(=O)N2CCOCC2)s1 (stereo unspecified)	-4.3	-0.8	-4.6	1.3	-0.4	-7.2	1.0	-5.1
CCN1CCN(Cc2c(O)ccc3c2O/C(=C\c2ccccc2)C3=O)CC1	-6.0	-22.5	-224.6	-2.7	-5.2	-7.3	-11.1	10.1
N#CCCN(Cc1ccccc1)C(=S)Nc1ccccc1	-5.2	1.4	16.1	1.1	8.2	-7.5	-0.7	-10.3
CC1=Nc2cc(C(=O)O)ccc2Sc2ccc(Br)cc21	-3.9	2.2	-12.1	-0.4	-4.2	11.1	-33.5	-0.6
CCOC(=O)Cn1c(=NC(=O)CSC(C)=O)sc2cc(F)ccc21	-0.6	1.9	-0.4	-5.4	13.1	-8.9	40.9	-4.4
Cn1c(CCN2CCOCC2)nc2cc(NC(=O)COc3ccccc3)ccc21	-4.7	0.2	-2.0	-1.5	22.0	-13.1	-12.4	-9.1
COc1ccc(S(=O)(=O)Cc2ccc(C(=O)N3CCN(c4cc(Cl)ccc4C)CC3)o2)cc1	-4.1	1.6	4.7	-8.2	24.4	-10.2	-13.7	-9.8
CCCCn1c(N)c(N(CC(C)C)C(=O)C2CCCN(C(=O)c3ccc(Cl)cc3)C2)c(=O)[nH]c1=O (stereo unspecified)	-8.8	2.3	-15.8	-6.0	0.3	-7.2	2.1	1.2
CCOc1ccc2nc(NC(=O)c3ccc(OCC4CCCO4)cc3)sc2c1 (stereo unspecified)	-4.2	-7.6	-353.9	17.6	3.2	-6.5	24.7	-32.7
CCCn1c(CCC(=O)O)nc2cc(S(N)(=O)=O)ccc21	-4.8	1.0	21.4	-4.2	-7.5	-12.8	-9.7	-15.6
CCOC(=O)C1CCCN(Cc2cc(Br)c(OC)cc2OC)C1 (stereo unspecified)	2.6	1.7	10.9	-12.8	0.1	-3.3	-12.1	5.0
CCCc1ccc2oc(C(=O)N3CCN(C4CCS(=O)(=O)C4)CC3)c(C)c2c1 (stereo unspecified)	-4.8	1.4	1.9	-23.6	-4.5	-1.6	-3.6	7.7
COC(=O)c1c(NC(=O)COc2ccc(Cl)cc2)sc2c1CC(C)(C)NC2(C)C	-1.2	-0.5	-12.4	0.3	61.3*	-2.2	43.0	-4.8
COc1ccc(CN(CC(=O)NCC2CCCO2)C(=O)CNS(=O)(=O)c2ccc(C)cc2)cc1 (stereo unspecified)	-5.0	2.2	14.5	-13.4	11.3	-7.3	-5.2	-7.6
COc1ccc(CC(=O)OCN2C(=O)c3ccccc3C2=O)cc1	-0.8	5.3	7.2	7.3	2.8	-3.1	5.7	-7.8
O=C(NC1CCN(Cc2ccccc2)CC1)c1cccc(S(=O)(=O)Nc2ccc(F)cc2)c1	-7.9	-4.6	-0.3	-7.8	20.2	-9.7	5.9	-13.0
CC1CN(C(=O)CCC(=O)N2CCCCC2)c2ccccc2O1 (stereo unspecified)	1.4	-1.8	4.3	-1.9	4.1	-6.0	-5.7	-7.9
CCc1cc2c(-c3ccccc3)cc(=O)oc2cc1OC(=O)c1cccs1	-2.3	-26.6	-10.5	-3.3	15.7	-3.4	7.1	-7.8
COC(=O)c1ccccc1-c1ccc(C(c2c(C)[nH][nH]c2=O)c2c(C)[nH][nH]c2=O)o1	8.9	0.8	50.4*	11.9	79.2*	20.4	-44.5	27.1
N#Cc1ccccc1Sc1ccccc1N	-6.3	-0.5	26.5	4.5	-21.2	-3.0	7.6	2.6
CN(C)C(=O)CN1CCN(Cc2cn(C)nc2-c2ccc3c(c2)OCCO3)CC1	-4.4	-0.3	5.2	-0.3	-5.5	-1.2	-3.7	3.4
COc1ccc(O)c(CN2CCC(n3nccc3NC(=O)CCOc3ccccc3)CC2)c1	-7.4	0.4	-6.0	-13.0	17.1	-3.5	-4.5	-17.5
N#CCCN(C(=O)COC(=O)CCC(=O)c1cccs1)c1ccccc1	-5.4	-1.4	-8.7	6.8	0.5	1.6	6.7	-10.9
CC(C)N1C(=O)CCC1C(=O)O (stereo unspecified)	-7.0	1.6	12.6	0.3	-14.3	-11.3	-1.8	-5.6
CC(C)Cn1c(SC(C)C(=O)NCC2CCCO2)nc2ccc(Cl)cc2c1=O (stereo unspecified)	-4.1	-0.7	4.7	-9.1	2.3	-8.2	-10.4	-11.0
C=CCn1c(C)c(C(=O)OCC)c2cc(O)c3ccccc3c21	-1.2	0.0	-122.6	2.6	4.7	-1.0	-6.0	-18.1
CCOc1cc(CNC(C)(C)CO)cc(Br)c1OCc1ccc(Cl)cc1Cl	-4.4	4.1	-0.7	1.9	5.1	-12.2	39.2	-9.1
NCCCC[C@H](N[C@@H](CCc1ccccc1)C(=O)O)C(=O)N1CCC[C@H]1C(=O)O	-3.3&-6.6	1.2&0.1	7.1&14.9	-10.6&2.3	12.6&-3.6	-7.4&3.1	-18.9&4.3	-27.6&-9.5
COc1cccc(CSc2nc3cc4c(cc3cc2C)OCCO4)c1	-8.0	-0.9	-43.3	-2.0	-5.8	-1.8	2.5	-15.7

Pulled by compound from above (three):
SMILES	APOBEC3G inh	SENP1 FRET inh	SENP8 block-1	SENP7 block	Apaf-1 inh	SENP8 block-2	UBC13 polyUb	SENP6 block
COC(=O)c1ccccc1-c1ccc(C(c2c(C)[nH][nH]c2=O)c2c(C)[nH][nH]c2=O)o1	8.9	0.8	50.4*	11.9	79.2*	20.4	-44.5	27.1
COc1ccc(CC(=O)OCN2C(=O)c3ccccc3C2=O)cc1	-0.8	5.3	7.2	7.3	2.8	-3.1	5.7	-7.8
N#Cc1ccccc1Sc1ccccc1N	-6.3	-0.5	26.5	4.5	-21.2	-3.0	7.6	2.6

Back to the main list, starting two compounds before the break.
SMILES	APOBEC3G inh	SENP1 FRET inh	SENP8 block-1	SENP7 block	Apaf-1 inh	SENP8 block-2	UBC13 polyUb	SENP6 block
NCCCC[C@H](N[C@@H](CCc1ccccc1)C(=O)O)C(=O)N1CCC[C@H]1C(=O)O	-3.3&-6.6	1.2&0.1	7.1&14.9	-10.6&2.3	12.6&-3.6	-7.4&3.1	-18.9&4.3	-27.6&-9.5
COc1cccc(CSc2nc3cc4c(cc3cc2C)OCCO4)c1	-8.0	-0.9	-43.3	-2.0	-5.8	-1.8	2.5	-15.7
COc1ccc(OC)c(NC(=O)Nc2cccc3ccccc23)c1	-8.2	-19.1	-85.8	-0.1	0.6	-15.0	3.3	1.3
O=C(O)/C=C/C(=O)NNc1ncnc2ccccc12	-3.8	-3.0	12.6	-3.5	-5.7	-7.3	-13.0	-10.1
CCCN(CC1CC1)C(=O)CSc1ncnc2sccc12	-5.7	-12.6	-0.5	0.4	8.1	-2.3	9.1	10.6
CCCC1Cc2[nH]c(=O)c(C#N)cc2CO1 (stereo unspecified)	-1.7	-1.3	-462.7	9.1	-12.0	3.3	24.6	-23.2
CCCCCC(=O)Nc1ccc(S(=O)(=O)Nc2nccc(C)n2)cc1	-2.1	-1.6	5.4	-5.5	3.3	-3.8	-6.4	-15.5
CCOc1ccc(S(=O)(=O)N2CCC(C(=O)N3CCCCCC3)CC2)cc1C	-7.9	-0.5	21.2	-1.5	4.0	1.8	3.4	-6.4
O=C(CSc1nnc(Cc2ccc3c(c2)OCO3)n1C1CCCCC1)NC1CCCC1	1.5	0.6	2.4	-1.4	6.8	-6.0	-1.4	-2.0
COC(=O)c1c(N2C(=O)Nc3ccccc3N2O)sc(C)c1C	-5.7	-0.4	-18.8	-2.5	-2.0	-1.3	2.2	-15.1
COC(=O)c1cc(S(=O)(=O)N2CCN(c3ccc(F)cc3)CC2)cn1C	2.5	2.4	-17.4	10.0	-4.1	-6.2	5.4	3.6
CCCN1C(=O)c2ccccc2NC1c1ccc(OC)cc1O (stereo unspecified)	-6.6	1.4	-466.6	-10.8	2.9	5.4	13.4	-10.2
O=C(COC(=O)c1cc(=O)[nH]c2ccccc12)Nc1nc(-c2cccc(Br)c2)cs1	-1.2	3.4	-178.6	2.5	8.3	2.0	-6.7	-8.7
COC(=O)CC1COc2ccccc2N1C(=O)c1cc(OC)c(OC)c(OC)c1 (stereo unspecified)	-0.8	0.6	12.0	8.1	5.9	0.6	3.9	9.1
Cc1c(-n2cccc2C=O)cccc1[N+](=O)[O-]	-2.0	2.3	27.9	-2.3	2.3	-9.3	-21.7	-6.4
CN(c1ccccc1C(=O)NCc1ccccc1Cl)S(=O)(=O)c1ccccc1	-1.9	0.5	5.0	1.2	11.8	-2.7	-3.7	-24.7
CCSc1ccc([C@@H]2[C@@H]3C(=O)N(C)C(=O)[C@@H]3[C@]3(C(=O)OC)CCCCN23)cc1OC	-6.8	0.0	2.0	-10.4	22.5	-13.4	-3.9	-21.5
Cc1cc(S(=O)(=O)N(Cc2ccc3c(c2)OCO3)CC2CCCO2)ccc1-n1cnnn1 (stereo unspecified)	-8.7	3.0	17.5	-4.5	10.1	-9.6	5.7	-8.7
Cc1nc(SCC(=O)Nc2cc(S(=O)(=O)N3CCOCC3)ccc2Cl)nc(C)c1C	-4.2	0.0	16.7	3.8	-6.4	0.4	6.1	10.2
O=C(NCCN1C(=O)S/C(=C\c2cccnc2)C1=O)c1cc(S(=O)(=O)N2CCOCC2)ccc1F	-3.9	-0.1	17.4	2.7	-11.6	11.3	1.2	13.6
COC(=O)c1ccc(NC(=O)CN2CCN(c3cccc(Cl)c3)CC2)cc1	-6.4	0.5	12.2	0.8	20.1	-0.6	5.4	3.3
Cc1ccc(C(=O)NCN2CCN(c3ccccc3)CC2)cc1	11.5	0.6	3.2	0.5	11.8	-3.0	-2.0	5.2
CCc1ccc(-c2nn(Cc3ccccc3)cc2/C=C/C(=O)O)cc1	-2.0	1.8	19.3	-6.4	-7.2	-4.1	-11.9	-2.5
